Source: PubChem BioAssay
TRPM1 prom inh: inhibitors of MITF-driven TRPM1 promoter in melanoma cells; SK-MEL-5 TRPM1 promoter luciferase, 24 h; AID 488899; 330,000 tested, 0.83% active; inhibition, % at 12.5 µM;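 active means mean inhibition across replicates of 60% or more, whatever share of single replicates reaches that level; inconclusive means some that reach 60%, reason not given; inactive means mean inhibition across replicates below 60%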; further: values of inactives mirror those of a sister screen read the other way
CaV13 FRET inh: Disruptors of the CACNA1D IQ motif to Ca2+-dependent inactivation inhibitor domain association, primary screening, Förster resonance energy transfer in intact living …. HEK cells, CFP/YFP FRET ICDI-IQ, plate reader, 10 min; percent FRET-ratio fall versus neutral wells. inhibition, % at 12.3 µM. 340,000 tested, 0.098% active. AID 743397;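 active means mean replicate inhibition of at least 30% and at least 1% of replicates passing that level; inconclusive means only one of the two criteria is met; inactive means neither criterion is met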;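 further: 0% = median of the neutral control wells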
Vif imaging: inhibitors of HIV Vif | HEK293T cells, Vif self-association by quenched fluorescence, imaging, 24 h | inhibition, % at 7.49 µM | 340,000 tested, 0.35% active; in the data active means inhibition above about 50%, passing the limit was not always enough; inconclusive means no clear call, values can overlap the other calls; inactive means below about 31%; further: some results filed as inactive read as strong as hits
PDI inh: inhibitors of human protein disulfide isomerase; P07237; PDI insulin aggregation turbidity, A650, 90 min; inhibition, % at 10 µM; 350,000 tested, 0.052% active;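 active means mean inhibition across replicates of 30% or more, whatever share of single replicates reach that level; inconclusive means mean inhibition below 30% while every single replicate reaches 30%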;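 further: absorbance from insulin aggregation driven by PDI reduction with DTT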
Target sequence (P07237 whole entry, looked up): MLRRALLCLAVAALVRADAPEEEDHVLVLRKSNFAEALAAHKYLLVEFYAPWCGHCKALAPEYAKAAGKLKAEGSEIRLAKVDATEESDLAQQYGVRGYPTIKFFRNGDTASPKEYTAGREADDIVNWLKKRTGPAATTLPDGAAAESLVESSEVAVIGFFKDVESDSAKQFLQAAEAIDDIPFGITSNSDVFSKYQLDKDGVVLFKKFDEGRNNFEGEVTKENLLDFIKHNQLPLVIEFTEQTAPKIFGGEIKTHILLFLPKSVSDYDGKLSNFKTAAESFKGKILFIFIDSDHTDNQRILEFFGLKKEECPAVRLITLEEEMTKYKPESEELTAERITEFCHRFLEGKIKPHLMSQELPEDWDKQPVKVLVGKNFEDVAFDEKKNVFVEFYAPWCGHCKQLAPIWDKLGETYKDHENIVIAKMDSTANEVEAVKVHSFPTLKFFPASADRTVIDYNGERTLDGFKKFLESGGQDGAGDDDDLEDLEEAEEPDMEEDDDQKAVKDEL
HIF-2a block: blocks HIF-2a reporter activity; 786-0 RCC cells HIF-2a reporter, luciferase luminescence, overnight; inhibition, % at 18.8 µM; 360,000 tested, 0.72% active; AID 624352;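 active means inhibition of the luminescence signal of 40% or more relative to plate controls, in a single-dose primary screen at 18.75 µM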
NR2E3 ag-1: human photoreceptor-specific nuclear receptor agonism; inhibition of corepressor binding, % at 3.98 µM; AID 602229; 360,000 tested, 0.35% active; CHO-S Gal4-NCOR/VP16-NR2E3 two-hybrid, luciferase;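 active means inhibition above the mean of all tested compounds plus 3 SD, cut at about 70% in these data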;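 further: 0% = DMSO with NR2E3 transfected cells and 100% = cells lacking NR2E3 construct; higher means lower luciferase signal from less NR2E3 corepressor binding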
Target sequence (Q9Y5X4 whole entry, looked up, the tested form may be a part): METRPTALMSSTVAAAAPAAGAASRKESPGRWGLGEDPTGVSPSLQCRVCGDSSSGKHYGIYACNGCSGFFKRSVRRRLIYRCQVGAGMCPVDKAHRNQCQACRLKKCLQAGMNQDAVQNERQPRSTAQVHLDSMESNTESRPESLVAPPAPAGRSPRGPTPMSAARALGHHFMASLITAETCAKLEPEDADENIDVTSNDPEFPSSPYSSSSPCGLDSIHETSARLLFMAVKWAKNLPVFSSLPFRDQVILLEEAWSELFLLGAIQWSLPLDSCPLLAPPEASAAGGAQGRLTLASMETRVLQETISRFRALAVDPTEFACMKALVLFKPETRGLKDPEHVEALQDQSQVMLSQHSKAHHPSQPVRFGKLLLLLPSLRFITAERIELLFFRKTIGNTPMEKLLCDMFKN
Peg3 promoter: reduces Peg3 promoter-driven luciferase expression in HeLa. HeLa PEG-Prom luciferase reporter, luminescence, overnight. inhibition, % at 20 µM. 360,000 tested, 1.7% active. AID 588405;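 active means inhibition of at least 50% at 20 µM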
iPSC survival up: increases survival of single human iPS cells; hiPSC single-cell survival, ATPlite luminescence; 100% = ROCK inhibitor wells, 0% = DMSO; survival enhancement, % at 20 µM; 360,000 tested, 0.044% active; AID 602274; in the data active means survival enhancement above about 18%;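 further: cells exposed to compounds for 16 hours before the ATP read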
NR2E3 ag-2: agonists of human nuclear receptor NR2E3. inhibition of corepressor binding, % at 4.78 µM. AID 2300. Q9Y5X4. 320,000 tested, 0.12% active. GST-NR2E3/biotin-RetCOR TR-FRET, 1536-well;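 active means percent inhibition above the cutoff of mean plus 3 SD of all tested compounds, set per screening campaign, cut at about 20% in these data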;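 further: 0% = DMSO wells and 100% = biotin wells as full block of FRET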
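Format: 1536-well format; test system: GST-NR2E3 and biotin-RetCOR proteins; read-out basis: percent inhibition of TR-FRET ratio; timing: 5 h incubation at 4 °C; detection: time-resolved FRET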
Exocytosis inh: lytic granule exocytosis inhibition; TALL-104 LAMP-1 surface exposure, flow cytometry; cells stimulated with thapsigargin and PMA; 360,000 tested, 0.66% active; inhibition, % at 10 µM;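 active means inhibition above about 55%, limit read from the data; inconclusive means no clear call, values can overlap the other calls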
aDG glyco up: alpha-DG glycosylation activation | Pro5-aDG cells, alpha-DG glycosylation AlphaScreen (IIH6); 0% Pro5, 100% B10-LARGE cell signal | 360,000 tested, 0.22% active | activation, % at 10 µM;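 active means activation of at least 8% versus controls, or a plate z-score of at least 8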;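 further: Pro5 are CHO cells carrying HIG-tagged alpha-DG that lacks glycosylation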
The depositor's hits bear a star; ? = inconclusive; nt = not tested or not shown.

SMILES	TRPM1 prom inh	CaV13 FRET inh	Vif imaging	PDI inh	HIF-2a block	NR2E3 ag-1	Peg3 promoter	iPSC survival up	NR2E3 ag-2	Exocytosis inh	aDG glyco up
C=CCn1c(C)cc(C(=O)COC(=O)[C@@H](NC(=O)c2ccccc2Cl)C(C)C)c1C	6	-4	-2	9	-51	32	-173	-2.5	5	-4	0.2
CCOc1ccc(C(C)=O)cc1COC(=O)c1ccccc1C(=O)N(C)Cc1ccccc1	1	-6	-3	8	8	5	36	-0.5	nt	5	0.2
CCN(CC)C(=O)c1[nH]cnc1C(=O)N[C@@H](Cc1ccccc1)C(=O)OC(C)(C)C	5	9	4	0	10	7	6	-0.6	-1	1	0.0
CN(Cc1ccc(F)cc1)C(=O)c1cccc(OC2CCN(C3CCCC3)CC2)c1	-4	-7	-3	5	14	-9	10	-0.2	4	-3	-0.1
COc1ccc(C2c3c(c(C)c(C)oc3=O)Oc3c(C)c(C)oc(=O)c32)cc1	11	-4	nt	-2	11	-8	2	-0.4	1	42	0.3
COc1cc(C(=O)NCc2cccc3ccccc23)cc(Cl)c1OC	-3	-3	-21	0	19	3	-2	0.4	2	0	0.4
COc1ccccc1N(C)S(=O)(=O)c1ccc(C(=O)NCCc2ccc(F)cc2)cc1	3	-16	-10	5	12	4	16	0.1	0	2	0.0
Cc1ccc(NC(=O)CSc2n[nH]c(-c3ccccn3)n2)cc1	9	-3	-2	6	6	-4	27	-0.4	2	20	0.2
COc1cc(CNS(=O)(=O)CCl)cc(OC)c1OC	0	-6	nt	1	2	-20	0	5.4	2	4	-0.3
COc1ccc(S(=O)(=O)n2ccnc2)c2cccnc12	-10	-7	-1	-2	7	17	29	-2.0	0	-2	-0.2
O=C(Nc1ccc(N2CCOCC2)c(F)c1)c1cccs1	-100	nt	-12	-3	-203	-103	-269	-0.4	3	-4	-0.1
COC(=O)C[C@H]1C[C@@H]2c3cc(NC(=O)Nc4ccccc4)ccc3O[C@@H]2[C@@H](CO)O1	nt	-2	nt	7	-14	-28	-1	1.2	nt	-6	0.0
CCCn1c(C(CO)Nc2nc(C)cs2)nc2ccccc21 (stereo not given)	3	-6	-2	-6	9	-15	3	9.7	-1	8	-0.2
Nc1nc2ncc(C(=O)c3cc(F)ccc3O)cc2s1	2	7	0	-4	-6	-7	-3	0.7	-1	0	0.0
O=C1c2cccnc2C(Nc2ccc(F)c(Cl)c2)N1Cc1cccs1 (stereo not given)	9	0	-6	3	18	-7	15	-2.6	1	-6	0.1
CC(C)OC(=O)CSc1nnc(COc2ccc([N+](=O)[O-])cc2)n1C	4	-5	5	-5	18	15	-1	1.5	1	-1	-0.2
CC(C)(C)C1CCC(OCC(O)CN2CCN(c3ccccn3)CC2)CC1 (stereo not given)	6	1	-3	5	1	-31	23	0.8	-4	-1	0.0
COc1ccc(N(C(=O)c2cnccn2)C(C(=O)NC2CCCCC2)c2ccc(Cl)cc2)cc1 (stereo not given)	-4	nt	nt	-4	8	-8	21	-0.8	1	4	0.4
OC(CC#CCN1CCOCC1)(c1ccccc1)c1ccccc1	7	-3	8	10	13	0	6	-0.9	-1	0	0.0
O=C(O)Cn1c(=O)n(Cc2ccccc2)c2ccccc21	-1	-3	-3	15	13	-8	-9	-0.3	nt	58*	0.0
COc1ccc(C(=O)NCC(=O)OCc2ccc(F)cc2)cc1	-4	-7	0	6	13	-9	17	1.9	0	-2	-0.4
CCn1ccnc1CN(C)Cc1nc(-c2ccccc2)no1	-5	-6	-1	2	-55	-12	-44	-0.1	0	0	0.4
CCOc1ccc(S(=O)(=O)N2CCC(C(=O)NCC3CCCO3)CC2)cc1C (stereo not given)	6	-3	-4	1	-3	13	2	0.3	7	-1	0.0
O=C(NCc1cccnc1)c1cc(C2CCCCN2S(=O)(=O)Cc2ccccc2)on1 (stereo not given)	nt	-12	-2	2	10	-9	16	0.8	nt	8	0.1
CCOC(=O)CCC(=O)Nc1cc(S(=O)(=O)N2CCOCC2)ccc1N1CCCCC1	-8	-6	-9	-1	7	8	1	-1.2	4	1	-0.2
FC(F)(F)Oc1ccc(NC(=S)NCCCN2CCOCC2)cc1	8	1	2	6	-2	-8	16	3.2	-1	10	0.3
CCN(CCO)Cc1csc2ccc(C(C)(C)C)cc12	2	-8	-17	2	15	0	13	0.8	-2	9	0.1
COc1ccc(C)cc1S(=O)(=O)N(C)CC(=O)NC1CCCC1	0	-6	5	-3	14	-23	1	-0.5	0	3	0.2
COc1ccc(C(=O)n2nc(C)c(Br)c2C)cc1OC	-4	-4	9	-2	0	-16	-6	-0.6	nt	-10	-0.1
Cc1ccccc1CSCC(=O)Nc1ccccc1Br	-21	-20	-4	-3	-74	-16	-33	1.5	0	-4	-0.2
CCCCc1cc(=O)oc2cc(C)cc(OCC(=O)NCc3ccccn3)c12	7	-13	-3	6	9	-16	24	0.9	3	11	0.2
CCCc1ccc(OC(=O)c2cccs2)cc1	-26	-8	?	2	-3	-13	-23	-2.7	8	-3	-0.1
Cc1ccc(NC(=O)CSc2nc(=O)n(CCCN3CCOCC3)c3c2CCCC3)cc1	-1	-6	1	-14	3	-20	3	-0.4	1	-1	-0.1
O=C(COC(=O)c1ccc(Br)o1)NCc1cccs1	-5	-8	-6	-3	7	6	-3	3.0	2	7	-0.1
O=C(O)Cn1cc2c(n1)CCCCC2	3	-5	-38	4	16	1	1	5.1	1	4	-0.1
COc1cc(N)ccc1C(=O)O	-11	-4	-5	0	4	-12	15	5.5	2	3	-0.2

Gathered by group: those above containing an NH in an aromatic ring.
SMILES	TRPM1 prom inh	CaV13 FRET inh	Vif imaging	PDI inh	HIF-2a block	NR2E3 ag-1	Peg3 promoter	iPSC survival up	NR2E3 ag-2	Exocytosis inh	aDG glyco up
CCN(CC)C(=O)c1[nH]cnc1C(=O)N[C@@H](Cc1ccccc1)C(=O)OC(C)(C)C	5	9	4	0	10	7	6	-0.6	-1	1	0.0
Cc1ccc(NC(=O)CSc2n[nH]c(-c3ccccn3)n2)cc1	9	-3	-2	6	6	-4	27	-0.4	2	20	0.2

(continued)
SMILES	TRPM1 prom inh	CaV13 FRET inh	Vif imaging	PDI inh	HIF-2a block	NR2E3 ag-1	Peg3 promoter	iPSC survival up	NR2E3 ag-2	Exocytosis inh	aDG glyco up
COc1ccc(NC(=O)Nc2nnc(CC(=O)Nc3ccccc3)s2)cc1	4	-2	-2	1	1	-15	-5	-0.7	-2	-4	0.2
C=CCOc1ccc2nc(NC(=O)OC)[nH]c2c1	12	-4	41	9	-50	-34	-72	-3.5	-2	4	-0.1
O=S(Cc1ccc(Br)cc1)Cc1nnc(SCc2c(Cl)cccc2Cl)n1-c1ccccc1 (stereo not given)	6	-8	-24	12	10	25	20	-3.0	2	-1	0.7
O=C(NCCN1CCC(Cc2ccccc2)CC1)C1CCN(S(=O)(=O)N2CCC3(CC2)OCCO3)CC1	-10	-4	-11	9	11	-3	-8	-0.2	1	0	1.4
CCCCC(=O)NC(NC(=O)CCCC)c1ccc(OCC(C)C)c(OC)c1	0	-13	7	6	8	-4	1	-0.4	-4	-4	0.0
Cc1ccc(N/C=C(\C#N)S(=O)(=O)c2ccccc2)cc1	-6	-5	1	2	-37	-5	-5	-0.3	-1	-9	0.4
Fc1ccc(Nc2ncnc3ccccc23)cc1	-4	-20	2	0	-58	-1	-29	0.3	2	1	-0.1
O=S(=O)(Nc1ccc(C(O)(C(F)(F)F)C(F)(F)F)cc1)c1cccc2cccnc12	nt	-5	nt	7	18	-25	23	-1.8	nt	-6	-0.2
O=C(c1ccccc1)N1N=C(c2ccccc2)CC1c1ccc2nccnc2c1 (stereo not given)	6	-5	0	4	3	-1	11	4.1	1	8	-0.1
CCOC(=O)CNC(=O)CSc1nnc(-c2cccc(C)c2)n1-c1ccc(OC)cc1	4	-2	-7	13	36	-3	13	-0.6	3	2	-0.2
CCOC(=O)Cc1cc(=O)[nH]n(-c2ccccc2)c1=O	-8	-5	-11	8	9	23	1	-2.0	nt	6	0.0
CN=C1SC(CC(=O)Nc2sc(C)c(C)c2C(=O)OC)C(=O)N1C (stereo not given)	1	-5	2	17	11	-6	25	-2.3	3	2	0.2

Random excerpt: three records from the list, in no set order.
SMILES	TRPM1 prom inh	CaV13 FRET inh	Vif imaging	PDI inh	HIF-2a block	NR2E3 ag-1	Peg3 promoter	iPSC survival up	NR2E3 ag-2	Exocytosis inh	aDG glyco up
CN=C1SC(CC(=O)Nc2sc(C)c(C)c2C(=O)OC)C(=O)N1C (stereo not given)	1	-5	2	17	11	-6	25	-2.3	3	2	0.2
CCOC(=O)Cc1cc(=O)[nH]n(-c2ccccc2)c1=O	-8	-5	-11	8	9	23	1	-2.0	nt	6	0.0
C=CCOc1ccc2nc(NC(=O)OC)[nH]c2c1	12	-4	41	9	-50	-34	-72	-3.5	-2	4	-0.1

Next part
SMILES	TRPM1 prom inh	CaV13 FRET inh	Vif imaging	PDI inh	HIF-2a block	NR2E3 ag-1	Peg3 promoter	iPSC survival up	NR2E3 ag-2	Exocytosis inh	aDG glyco up
CC(=O)NC12CC3CC(C1)CC(C(=O)Nc1c(C)n(C)n(-c4ccccc4)c1=O)(C3)C2	-4	nt	-5	-11	6	-8	8	-0.2	2	0	-0.5
C[C@@]12C(=O)N(c3ccc(F)cc3)C(=O)N1[C@@H]1c3ccccc3OC[C@@H]1[C@H]2c1ccccc1	3	-4	8	13	17	22	12	-1.1	2	-9	-0.2
Cc1ccccc1OCC(=O)NNC(=O)Nc1ccc(Cl)cc1	33	nt	?	4	23	-18	11	1.1	-1	4	-0.4
CC(=O)Nc1ccc(NC(=O)CCNC(=O)c2ccccc2Cl)cc1	-8	-4	?	-10	29	-12	7	0.2	-2	-2	0.0
Clc1ccc(CO/N=C/c2cccs2)cc1	-2	1	-5	-5	14	-37	0	-0.2	-1	-8	-0.1
CC1=C(C(=O)Nc2ccc(C)cc2C)C(c2cccc([N+](=O)[O-])c2)n2nc(C(=O)OC(C)C)nc2N1 (stereo not given)	7	-3	3	-3	20	6	81*	1.3	-1	-2	0.0
CS(=O)(=O)N1N=C(c2ccc(Br)cc2)CC1c1ccc2c(c1)OCO2 (stereo not given)	-84	nt	-3	3	-272	-135	-295	-0.2	-1	4	0.3

Single values from the list:
Value for CS(=O)(=O)N1N=C(c2ccc(Br)cc2)CC1c1ccc2c(c1)OCO2 (stereo not given) in aDG glyco up: 0.3
Value for CC1=C(C(=O)Nc2ccc(C)cc2C)C(c2cccc([N+](=O)[O-])c2)n2nc(C(=O)OC(C)C)nc2N1 (stereo not given) in iPSC survival up: 1.3
Value for CC(=O)Nc1ccc(NC(=O)CCNC(=O)c2ccccc2Cl)cc1 in aDG glyco up: 0.0
Value for Clc1ccc(CO/N=C/c2cccs2)cc1 in Exocytosis inh: -8
Value for C[C@@]12C(=O)N(c3ccc(F)cc3)C(=O)N1[C@@H]1c3ccccc3OC[C@@H]1[C@H]2c1ccccc1 in TRPM1 prom inh: 3
Value for Cc1ccccc1OCC(=O)NNC(=O)Nc1ccc(Cl)cc1 in PDI inh: 4
